From PubChem BioAssay
Bcl-XL Bim block: disrupts Bim peptide binding to human Bcl-XL | Q07817 | bead flow cytometry, fluorescence | inhibition, % at 10 µM | 0.04% of 190,000 active | AID 1007
Target sequence (Q07817 whole entry, looked up): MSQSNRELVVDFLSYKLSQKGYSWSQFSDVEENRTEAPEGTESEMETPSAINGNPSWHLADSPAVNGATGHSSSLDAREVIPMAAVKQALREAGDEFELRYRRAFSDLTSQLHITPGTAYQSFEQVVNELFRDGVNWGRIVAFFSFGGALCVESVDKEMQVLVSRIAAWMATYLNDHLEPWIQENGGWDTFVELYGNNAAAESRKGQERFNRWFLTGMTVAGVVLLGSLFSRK
Bcl-W Bim block: inhibitors of Bim-Bcl-W interaction, human | bead-based flow cytometry, Bim peptide-Bcl-W binding | inhibition, % at 10 µM | 0.02% of 190,000 active | AID 952;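 also: 0% = bound tracer without compound and 100% = peptide blocker; higher means less fluorescent Bim peptide bound to Bcl-W beads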
Bcl-2 Bim block: inhibitors of Bim-Bcl-2 interaction, human; P10415; Bead-based flow cytometry, Bim peptide-Bcl-2 binding; inhibition, % at 10 µM; 0.06% of 190,000 active; in the data active = inhibition above about 40%; inconclusive = no clear call, values can overlap the other calls;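 also: 0% = no compound wells with probe peptide and 100% = reference peptide inhibitor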
Target sequence (P10415 whole entry, looked up): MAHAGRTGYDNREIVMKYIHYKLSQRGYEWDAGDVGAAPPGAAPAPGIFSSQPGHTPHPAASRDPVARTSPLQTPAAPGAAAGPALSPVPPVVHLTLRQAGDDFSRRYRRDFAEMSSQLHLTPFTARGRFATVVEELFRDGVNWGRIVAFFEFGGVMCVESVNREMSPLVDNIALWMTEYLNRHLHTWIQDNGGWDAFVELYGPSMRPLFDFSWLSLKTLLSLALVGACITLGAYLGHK
Rab2 wt GTP: changes GTP binding to wildtype dog Rab2A, up or down. P61105. GST-Rab2 wt beads, Bodipy-GTP binding, flow cytometry. GTP binding activity, % at 10 µM. 0.19% of 190,000 active;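 active = GTP binding activity at least 20 points away from 100%, either lowered or raised; inconclusive = signal likely due to the compound's own green fluorescence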;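 also: 0% = beads with excess unlabeled GTP and 100% = no-compound control corrected for plate trend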
Bim-Bfl-1: disrupts Bim binding to human Bfl-1; Q16548; Bead-based flow cytometry, Bim-Bfl-1 binding inhibition; inhibition, % at 10 µM; 0.12% of 190,000 active; AID 1008;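 also: 0% = wells without compound plus tracer and 100% = blocker peptide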
Cdc42 wt: human Cdc42 wildtype GTP binding change, either direction; AID 761; GST-Cdc42 beads, Bodipy-GTP binding, flow cytometry; actives lie on both sides; P60953; percent activity (GTP binding), % at 10 µM; 0.2% of 190,000 active;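 active = percent activity GTP binding at least 20 points away from the 100% baseline, either down as inhibitor or up as activator; inconclusive = compound flagged as likely green fluorescent from well-wide comparison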;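 also: median bead fluorescence of bound Bodipy-FL-GTP at 100 nM; 0% = excess unlabeled GTP control and 100% = no compound control; below 100% means less GTP binding so inhibitor and above means activator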
Target sequence (P60953 whole entry, looked up): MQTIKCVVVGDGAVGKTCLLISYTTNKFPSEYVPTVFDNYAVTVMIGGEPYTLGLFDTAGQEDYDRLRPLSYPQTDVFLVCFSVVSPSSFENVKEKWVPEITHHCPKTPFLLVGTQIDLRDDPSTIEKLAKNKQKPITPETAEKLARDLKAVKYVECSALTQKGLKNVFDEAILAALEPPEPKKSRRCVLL
HRas wt GTP bind: modulators of GTP binding to human HRas wildtype | P01112 | AID 759 | GST-Ras wt beads, Bodipy-FL-GTP binding, flow cytometry; actives lie on both sides | 0.14% of 190,000 active | GTP binding activity, % at 10 µM;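 active = GTP binding activity at least 20% away from the 100% baseline, either lowered as inhibitor or raised as activator; inconclusive = flagged as likely green fluorescent, judged across all proteins in the well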;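 also: 0% = unlabeled GTP competition control and 100% = no-compound control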
Rac1 mut GTP: human Rac1 activated mutant GTP binding change. GST-Rac1 activated beads, fluorescent GTP binding, flow cytometry; actives lie on both sides; 100% means binding = to untreated wells. 0.11% of 190,000 active. AID 764. percent activity (GTP binding), % at 10 µM;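 active = GTP binding at least 20 percentage points away from the 100% baseline, in either direction, so actives lie on both sides; inconclusive = Compound likely fluorescent itself, or too few beads counted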
Rac1 wt modul: human Rac1 wildtype GTP binding, inhibitors and activators | GST-Rac1 beads, fluorescent GTP binding, flow cytometry; actives lie on both sides; 0 = cold GTP competed, 100 = untreated | GTP binding activity (% of control), % at 10 µM | 0.27% of 190,000 active | AID 757;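 active = GTP binding activity at least 20 points away from the 100% control level, either lower or higher; inconclusive = compound flagged as likely green fluorescent, judged across all proteins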
Rab7 wt GTP bind: alters GTP binding to wildtype dog Rab7. GTP binding activity (percent of control), % at 10 µM. GST-Rab7 beads, fluorescent GTP binding, flow cytometry; actives lie on both sides; untreated = 100%, excess cold GTP = 0%. 0.055% of 190,000 active;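 active = fluorescent GTP binding to Rab7 beads changed by at least 20 points from the 100% baseline, either direction, mostly lower; inconclusive = compound itself probably fluorescent, or too few beads counted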;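 also: median green fluorescence of bound Bodipy-FL-GTP per Rab7 bead population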
Bcl-B Bim block: inhibitors of Bim-Bcl-B interaction, human; bead-based flow cytometry, Bim peptide-Bcl-B binding; inhibition, % at 10 µM; 0.073% of 190,000 active;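 also: 0% = tracer peptide without compound and 100% = reference inhibitor peptide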
Target sequence (Q9HD36 whole entry, looked up): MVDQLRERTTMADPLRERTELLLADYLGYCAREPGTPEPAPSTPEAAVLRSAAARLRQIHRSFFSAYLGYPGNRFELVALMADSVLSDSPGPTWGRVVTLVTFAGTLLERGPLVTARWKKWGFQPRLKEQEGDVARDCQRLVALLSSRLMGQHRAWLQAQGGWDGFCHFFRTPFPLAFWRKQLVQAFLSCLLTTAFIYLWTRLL
* marks the source's active call; other numbers are inactive results; ? = inconclusive. Rule as the data show it, unless noted: active = inhibition above about 40%.

SMILES	Bcl-XL Bim block	Bcl-W Bim block	Bcl-2 Bim block	Rab2 wt GTP	Bim-Bfl-1	Cdc42 wt	HRas wt GTP bind	Rac1 mut GTP	Rac1 wt modul	Rab7 wt GTP bind	Bcl-B Bim block
CC(C)C[C@@H]1NC(=O)[C@H](C(C)C)NC(=O)c2cc([N+](=O)[O-])cc(I)c2NCC[C@@H](C(N)=O)NC1=O	-1	0	4	104	0	98	100	97	106	95	-5
O=C(COC(=O)Cc1ccsc1)NC1CCCCCC1	-3	-3	-5	99	-7	103	101	101	105	98	-6
O=C(NCc1ccc(Cl)cc1)C(=O)NCC1OCCN1S(=O)(=O)c1ccc2c(c1)OCCO2 (stereo not given)	0	-2	0	102	3	104	103	100	107	98	1
COCCNc1nnc(SC(C)C(=O)Nc2ccc(-c3nc4ccc(C)cc4s3)cc2)s1 (stereo not given)	-5	-6	-2	97	4	102	96	96	99	98	-3
COc1ccc(C(=O)CSc2nc3cccnc3n2C)cc1	-5	-4	-2	99	-1	101	100	100	107	98	-7
O=C(Oc1ccc2c(=O)c(Oc3ccc4ccccc4c3)coc2c1)c1cncc(Br)c1	0	0	-1	90	-10	94	92	91	92	92	-2
COC(=O)c1cc2ccsc2n1CC(=O)Nc1ccc(N(C)C)cc1	-11	0	2	94	6	93	96	93	94	94	-1
Cc1ccc(-n2ncc3c(=O)[nH]cnc32)c(C)c1	-12	-10	-15	104	-9	102	99	101	91	97	-11
COc1ccc(N(CC(=O)Nc2ccc(C)c(C)c2)S(=O)(=O)c2c(C)n[nH]c2C)cc1	-3	2	-6	100	-9	101	100	100	104	104	-6
CCC(=O)C1=C(N2CCCC2)CC(C)(C)CC1=O	-5	-3	-1	105	-9	106	102	100	107	103	-4
O=C(COC(=O)c1cc(-c2ccccc2Cl)nc2ccccc12)Nc1ncc(C(F)(F)F)cc1Cl	-7	-3	-2	89	-4	94	93	90	95	92	-7
COc1ccccc1N1CCN(C(=O)CSc2nc3ccccc3o2)CC1	0	-1	-3	95	0	96	95	97	96	98	-2
CS(=O)(=O)N(CC(=O)Nc1ccccc1C(=O)NCc1ccco1)c1ccc2c(c1)OCCO2	0	2	-1	99	-12	101	99	100	101	99	-7
COc1cccc(NC(=S)NCc2cccnc2)c1	-1	-3	5	100	6	100	102	102	106	101	1
Cc1c(Br)c([N+](=O)[O-])nn1CC(=O)N1CCCc2ccccc21	-8	-2	-5	100	-7	100	101	98	101	100	-5
COc1ccc(Cn2c(-c3ccc(C)cc3)c[n+]3ccccc23)cc1	-3	-9	2	101	-1	106	103	102	108	98	4
Cc1ccc(/C=C/C(=O)N2CCN(S(=O)(=O)c3c(C)c(C)cc(C)c3C)CC2)o1	-2	-3	0	96	6	95	96	98	101	97	-13
Cc1cc2oc(=O)cc(CN3CCN(C/C=C/c4ccccc4)CC3)c2cc1O	-3	-3	-3	102	-4	99	100	99	98	101	-3
COC(=O)c1[nH]c2ccc(C)cc2c1NC(=O)CN1CCCC(C)(C)C1	-1	-1	0	95	-2	96	96	92	95	96	0
CCOc1ccc(C2/C(=C(\O)c3cccc(OC)c3)C(=O)C(=O)N2c2cc(C)on2)cc1OC (stereo not given)	0	0	1	101	0	103	102	98	102	101	2
O=C(O)c1ccc(/C=N/NC(=S)NCc2ccccc2)cc1	-1	2	-4	95	-8	94	99	94	98	102	-6
O=C(OCC#CCSc1nnc(-c2ccc(Br)cc2)o1)c1cccs1	-4	-3	-2	97	-3	100	98	94	101	98	-6
CC1CCc2c(sc(NC(=O)COC(=O)C3CCCO3)c2C#N)C1 (stereo not given)	-2	-1	-5	96	-5	96	95	97	100	101	-3
COc1ccc(Sc2nnc(-c3ccccc3)cc2C#N)cc1	-1	0	-9	99	-7	101	99	99	103	101	-6
Cc1ccc(OCCSc2nc3ncnc(N)c3[nH]2)cc1	-1	0	-1	95	1	96	95	94	98	99	1
C/C(=N\NC(=O)COc1ccc([N+](=O)[O-])cc1)C(C)(C)C	-2	-1	-4	102	-2	98	100	97	100	102	-2
O=C(NCC1CCCO1)c1cccc(-n2cnnn2)c1 (stereo not given)	0	-1	0	95	3	96	95	95	93	96	2
CCC(NC(=O)c1ccccc1NC(=O)c1ccco1)C(=O)NNC(=O)c1ccc(OC)cc1 (stereo not given)	11	6	8	100	15	104	101	101	104	99	7
CCOC(=O)C1CCCN(C(=O)C2CCCN(S(C)(=O)=O)C2)C1 (stereo not given)	-4	-1	1	96	0	98	97	96	95	95	2
COC(=O)c1sccc1NC(=O)/C=C\c1ccc(Cl)cc1Cl	0	0	-2	102	-2	103	102	100	105	100	-1
COc1ccccc1CNc1n[nH]c(NCc2ccccc2OC)n1	0	-1	-9	?	-13	?	?	?	?	?	-9
O=C(CCNS(=O)(=O)c1cccc2nonc12)N1CCN(c2cccc(Cl)c2)CC1	-6	0	-4	100	-1	106	101	100	105	99	-2
O=C(CCN1C(=O)c2ccccc2C1=O)NC1=NCCS1	-7	6	-2	101	-5	101	104	100	107	104	-4
O=C(CNc1ccccc1)c1ccc([N+](=O)[O-])cc1	-8	-6	-5	97	0	99	98	100	100	99	-6
O=C(c1ccco1)N1CCN(C(=O)c2cnn3c(C(F)(F)F)cc(-c4cccs4)nc23)CC1	0	0	-3	92	0	95	95	94	93	94	0
Cc1cc(C)n(C(=O)c2ccc([N+](=O)[O-])cc2[N+](=O)[O-])n1	16	5	15	101	10	101	98	103	101	102	12
CCOC(=O)N1CCC(N2C(=O)c3ccccc3C2Nc2ccc(Cl)cn2)CC1 (stereo not given)	-2	1	-8	102	-10	104	106	99	108	102	-4
O=C(COC(=O)C1(c2ccccc2F)CCCC1)N1CCN(C(=O)c2ccco2)CC1	-3	3	2	100	1	102	102	100	104	99	1
Cc1ccccc1NS(=O)(=O)c1ccc(OCC(=O)NCc2cccnc2)cc1	-7	-7	-2	101	-11	100	100	101	105	98	-12
CCOC(=O)C1=C(C)N(c2ccccc2)C(=O)NC1c1cccc([N+](=O)[O-])c1 (stereo not given)	-5	-5	-13	98	-15	98	98	98	99	96	-7
COC(=O)c1ccccc1NC(=O)c1nc2nc(C)cc(C(F)F)n2n1	-4	-3	0	97	-1	100	99	98	100	97	-4
COc1ccc(NC(=O)C2CCCN2S(=O)(=O)c2ccc(C)cc2)cc1 (stereo not given)	-1	1	-1	101	-8	104	102	99	104	101	-2
Cc1ccc(C(=O)NCC(=O)OCC(=O)c2cc(C)n(Cc3ccco3)c2C)cc1	11	11	11	97	12	98	95	96	98	99	7
Cc1noc(C)c1COC(=O)COc1ccc2c(C)cc(=O)oc2c1	-3	0	0	102	-1	104	102	101	102	99	-2
CCCOC(=O)CCc1n[nH]c(=O)[nH]c1=O	-4	0	-1	102	-1	100	101	98	98	105	-2
COc1ccc2c(c1)CCCC21SC(NC(C)=O)=NN1C(C)=O (stereo not given)	2	0	0	96	4	92	95	94	93	102	0
Cc1ccc(N(C(C)C(=O)N2CCOCC2)S(C)(=O)=O)cc1C (stereo not given)	2	1	3	101	-1	99	105	98	108	105	-3
Cc1c(C(=O)O)oc2ccc(S(=O)(=O)NCc3ccc(F)cc3)cc12	0	1	-1	103	-4	104	105	97	100	104	0
Cc1ccc(CNC(=O)CO/N=C/c2ccc(C(C)(C)C)cc2)cc1	-9	-2	-8	97	-9	98	98	94	98	101	-14
Cc1ncc(N=Nc2ccccc2Cl)c(-c2ccccc2)n1	-2	-1	0	96	-1	99	97	96	97	96	0
Cc1c(NC(=O)CSc2nc3c(cnn3-c3ccccc3)c(=O)[nH]2)c(=O)n(-c2ccccc2)n1C	1	1	0	97	-1	98	98	95	103	100	0
COc1cccc(C(O)Cc2nc3ccccc3n2C)c1OC (stereo not given)	-3	-1	-1	95	-3	96	95	94	97	96	-6
CCC(C(=O)Nc1cc(Cl)c(OC)cc1OC)c1ccccc1 (stereo not given)	-1	0	-1	95	-3	101	100	96	94	100	-2
CCOC(=O)C(C)n1cnc2c(oc3ccccc32)c1=O (stereo not given)	-4	-1	-11	100	-16	103	99	97	104	101	-9
O=C(COc1cc(F)ccc1[N+](=O)[O-])Nc1ccc(N2CCOCC2)cc1	1	-1	-4	99	-5	98	100	99	102	102	-4
CCOC(=O)c1c(NC(=O)CN2C(=O)NC(C)(c3ccc(OC(F)F)cc3)C2=O)sc(C)c1C (stereo not given)	-5	-3	-5	98	-4	99	99	96	101	102	-2
COc1ccccc1CNC(=O)c1ccc(CS(=O)(=O)c2ccccc2OC)o1	-1	0	-6	95	-10	97	96	95	96	95	-5
N#CC1=C(N)Oc2n[nH]c(-c3ccc(F)cc3)c2C1c1cccc(OC(=O)N2CCOCC2)c1 (stereo not given)	5	0	-8	97	-9	97	99	97	103	100	-7
O=C(O)C1C2C=CC(C2)C1C(=O)Nc1ccc2c(c1)OCCO2 (stereo not given)	-9	-5	-12	101	-16	104	101	101	105	98	-9
Cc1ccc(Nc2nc(CSc3nnnn3-c3ccccc3)cs2)cc1	-4	-1	-4	?	4	?	?	?	?	?	-4

An excerpt from above in order of number of heavy atoms, lowest first:
SMILES	Bcl-XL Bim block	Bcl-W Bim block	Bcl-2 Bim block	Rab2 wt GTP	Bim-Bfl-1	Cdc42 wt	HRas wt GTP bind	Rac1 mut GTP	Rac1 wt modul	Rab7 wt GTP bind	Bcl-B Bim block
Cc1ncc(N=Nc2ccccc2Cl)c(-c2ccccc2)n1	-2	-1	0	96	-1	99	97	96	97	96	0
Cc1c(C(=O)O)oc2ccc(S(=O)(=O)NCc3ccc(F)cc3)cc12	0	1	-1	103	-4	104	105	97	100	104	0
Cc1ccc(Nc2nc(CSc3nnnn3-c3ccccc3)cs2)cc1	-4	-1	-4	?	4	?	?	?	?	?	-4
Cc1c(NC(=O)CSc2nc3c(cnn3-c3ccccc3)c(=O)[nH]2)c(=O)n(-c2ccccc2)n1C	1	1	0	97	-1	98	98	95	103	100	0

Further records:
SMILES	Bcl-XL Bim block	Bcl-W Bim block	Bcl-2 Bim block	Rab2 wt GTP	Bim-Bfl-1	Cdc42 wt	HRas wt GTP bind	Rac1 mut GTP	Rac1 wt modul	Rab7 wt GTP bind	Bcl-B Bim block
CC1CN(c2ncnc3c2cnn3-c2ccc(Cl)cc2)CC(C)O1 (stereo not given)	-2	-2	2	103	2	102	101	101	107	100	-3
Clc1cccc(CSc2nccn2-c2ccccc2)c1	-4	0	-7	95	-8	99	97	96	99	95	-5
CN1CCN(C(=O)C23CCC(C)(c4nc5ccccc5nc42)C3(C)C)CC1 (stereo not given)	-4	-4	-7	97	-15	101	101	99	104	98	-7
Cc1cccc(C)c1OCC(=O)N=Nc1c(O)[nH]c2ccc(Br)cc12	-3	-1	0	96	-8	96	96	97	97	99	0
CO/N=C/C(C#N)c1ncc(C(F)(F)F)cc1Cl (stereo not given)	-3	0	-9	98	-10	98	99	99	104	101	-7
N#Cc1c(N)nc2c(c1N)CC(COc1ccccc1)O2 (stereo not given)	-3	-6	0	95	-1	94	96	95	94	100	-5
